Assay outcomes: PubChem BioAssay, Southern Research Specialized Biocontainment Screening Center
M. tuberculosis HTS: M. tuberculosis growth inhibition, HTS (AID 449762); M. tuberculosis H37Rv growth inhibition, 7H9 media; higher % means a stronger effect; inhibition, % at 25 µM, or IC50 in µM where a hit was titrated; 330,000 compounds, 0.59% hits; in the data active = a potency from the dose series; inconclusive = inhibition above about 70% without an active follow-up result;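 also: bacterial growth assessed after seven days of incubation; strong numbers were not always called active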
M. tuberculosis: growth inhibition of non-replicating M. tuberculosis (AID 488890) | Mycobacterium tuberculosis non-replicating, growth inhibition; higher % means a stronger effect | inhibition, % at 25 µM; hits with a dose series show IC50 in µM | 320,000 compounds, 0.39% hits; in the data active = a potency from the dose series; inconclusive = inhibition mostly from about 82% at the one dose, without a potency; inactive = the rest, 99 in 100 with inhibition below about 76%;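 also: plate controls were DMSO cells for no effect and high antibiotic wells for full effect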
inhibitors of VEEV: inhibitors of VEEV TC-83 cytopathic effect, confirmation, Vero cells (AID 588727). Vero cells, VEEV TC-83 cytopathic effect inhibition; higher % means a stronger effect. one-dose inhibition, % at 20 µM; IC50 in µM for titrated hits. 350,000 compounds, 0.13% hits; in the data active = a potency from the dose series; inconclusive = inhibition mostly from about 14% at the one dose, without a potency; inactive = the rest, 99 in 100 with inhibition below about 12%; also: strong numbers were not always called active
Salmonella PhoP GFP: PhoP regulon inhibitors, Salmonella typhi PhoP promoter GFP reporter, confirmatory (AID 1850); Salmonella Typhi PhoP-promoter GFP reporter, fluorescence, 4 h; higher % means a stronger effect; inhibition, % at 50 µM; hits with a dose series show IC50 in µM; 310,000 compounds, 0.33% hits; in the data active = a potency from the dose series; inconclusive = inhibition mostly from about 25% at the one dose, without a potency; inactive = the rest, 99 in 100 with inhibition below about 19%;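 also: 0% = induced wells with vehicle and 100% = uninduced wells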
influenza NS1A: H1N1 influenza NS1A inhibitors, functional cell based assay (AID 504329) | 340,000 compounds, 0.3% hits | NS1A functional cell-based assay, percent inhibition; higher % means a stronger effect | one-dose inhibition, % at 12.5 µM; IC50 in µM for titrated hits; in the data active = a potency from the dose series; inconclusive = inhibition above about 27% without an active follow-up result; also: strong numbers were not always called active
inhibitors of VEEV 10K pilot screen: recorded beside inhibitors of VEEV, whose call it bears; inhibition, %; measured here: 10K pilot screen inhibition
* hit, by the source's call; i = inactive; ? = inconclusive; · = not tested or not shown. No enrichment for hits; overall some 1.6% were active at least once.

SMILES	M. tuberculosis HTS	M. tuberculosis	inhibitors of VEEV	Salmonella PhoP GFP	influenza NS1A	others
Cc1[nH]c2ccccc2c1/C=N/NC(=O)c1cc(-c2ccccc2)n[nH]1	26%	13%	10%	-4%	·
Cc1cc(C)c(NC(=O)CS(=O)CC(=O)Nc2ccc(N3CCOCC3)cc2)c(C)c1 (stereo unspecified)	4%	-9%	i	-3%	5%
CCOC(=O)Nc1sc(C)nc1-c1ccccc1	-5%	2%	i	2%	-2%
CCN(Cc1ccccc1)S(=O)(=O)c1ccc(S(=O)(=O)N2CCN(CCC#N)CC2)cc1	-11%	-22%	i	-5%	1%
CCOC(=O)C1CCN(CC(O)COC(CC)c2ccccc2)CC1 (stereo unspecified)	7%	-2%	1.7%	3%	-2%
O=C(OC1CSc2nc3ccccc3n2C1)c1ccco1 (stereo unspecified)	-8%	-3%	i	2%	0%
Cc1ccc(-c2n[nH]c(=O)c3ccccc23)cc1S(=O)(=O)NCCN1CCOCC1	1%	-1%	i	16%	-2%
COc1ccc(CNC(=O)COC(=O)CCc2c[nH]c3ccccc23)cc1	33%	?	0.8%	-9%	-5%
COc1ccccc1NC(=O)Nc1ccc2c(c1)OCCO2	-3%	-3%	6.3%	-5%	2%
Cc1n[nH]c(=O)c2c(NC(=O)CSc3cc(Cl)ccc3Cl)oc(C)c12	-2%	25%	2.2%	·	-4%
Cc1nnc(NC(=O)CC(NC(=O)C(F)(F)F)c2ccccc2)s1 (stereo unspecified)	5%	-28%	i	1%	7%
COCCN(C(=O)CCC(=O)Nc1ccccn1)C(C(=O)NCCC(C)C)c1ccc(F)cc1 (stereo unspecified)	-8%	-2%	0.5%	3%	2%

Random excerpt: five records from the list
SMILES	M. tuberculosis HTS	M. tuberculosis	inhibitors of VEEV	Salmonella PhoP GFP	influenza NS1A	others
COc1ccccc1NC(=O)Nc1ccc2c(c1)OCCO2	-3%	-3%	6.3%	-5%	2%
Cc1cc(C)c(NC(=O)CS(=O)CC(=O)Nc2ccc(N3CCOCC3)cc2)c(C)c1 (stereo unspecified)	4%	-9%	i	-3%	5%
CCOC(=O)Nc1sc(C)nc1-c1ccccc1	-5%	2%	i	2%	-2%
Cc1ccc(-c2n[nH]c(=O)c3ccccc23)cc1S(=O)(=O)NCCN1CCOCC1	1%	-1%	i	16%	-2%
Cc1n[nH]c(=O)c2c(NC(=O)CSc3cc(Cl)ccc3Cl)oc(C)c12	-2%	25%	2.2%	·	-4%

The listing picks up, repeating the four entries before the break.
SMILES	M. tuberculosis HTS	M. tuberculosis	inhibitors of VEEV	Salmonella PhoP GFP	influenza NS1A	others
COc1ccccc1NC(=O)Nc1ccc2c(c1)OCCO2	-3%	-3%	6.3%	-5%	2%
Cc1n[nH]c(=O)c2c(NC(=O)CSc3cc(Cl)ccc3Cl)oc(C)c12	-2%	25%	2.2%	·	-4%
Cc1nnc(NC(=O)CC(NC(=O)C(F)(F)F)c2ccccc2)s1 (stereo unspecified)	5%	-28%	i	1%	7%
COCCN(C(=O)CCC(=O)Nc1ccccn1)C(C(=O)NCCC(C)C)c1ccc(F)cc1 (stereo unspecified)	-8%	-2%	0.5%	3%	2%
Cc1nn(C)c(N)c1-c1ccccc1	-2%	-4%	0.6%	-2%	2%
CCOC(=O)N1C(=O)NC(=O)C1c1ccc(OC)cc1 (stereo unspecified)	·	·	i	·	-3%
COc1cccc(CN(C)CC(=O)Nc2ccccc2C(=O)Nc2ccccc2)c1OC	-4%	5%	5.3%	-7%	-7%
Cc1cc(NC(=O)C(C)SCC(=O)Nc2cccc(S(=O)(=O)N3CCCCCC3)c2)no1 (stereo unspecified)	·	·	1.6%	·	-9%
Cc1ccsc1CCNC(=O)C1CCC(=O)N(CCc2cccc(F)c2)C1 (stereo unspecified)	5%	22%	2.3%	-12%	-7%
ClCC1=Nc2cccc3cccc(c23)N1	8%	?	·	1%	·
COC(=O)C1=C(C)NC(=S)NC1c1ccc(-c2ccccc2C(=O)OC)o1 (stereo unspecified)	1%	25%	6.7%	-3%	4%
O=C(NC(=S)N1CCCc2ccccc21)c1ccc(Cl)cc1	-6%	76%	0.7%	-9%	-6%	inhibitors of VEEV 10K pilot screen=0.7
O=C(N/N=C/c1cc(Br)c(O)c(Br)c1)C1CC1	11%	16%	1.6%	-5%	7%
O=C(NCc1ccncc1)C(=O)Nc1ccc2c(c1)OCO2	3%	9%	0.1%	16%	-9%
CC(C)c1ccc2nc(SCC(=O)NCC3CCCO3)c(C#N)cc2c1 (stereo unspecified)	0%	10%	2.0%	5%	6%
COc1ccc(S(=O)(=O)N2CCCCC2)cc1NC(=O)C1CC1	-2%	-3%	3.9%	·	-11%
CCCCOc1ccc(NC(=O)[C@@H]2CCCN2C(=O)C2CCN(S(=O)(=O)c3ccc(C)cc3)CC2)cc1	?	50%	1.0%	3%	17%
Cc1ccc(Cl)c2c1NC(=O)C2(O)CC(=O)c1ccc(F)cc1 (stereo unspecified)	-14%	-8%	0.1%	-6%	10%
CSc1ccc(CN(C)CC(=O)Nc2ccc(C)cc2Br)cc1	2%	42%	1.9%	-9%	-3%
CCOC(=O)N1CCC(NC(=O)c2ccc3snnc3c2)CC1	2%	-8%	0.5%	8%	-5%	inhibitors of VEEV 10K pilot screen=0.6
COc1cc(OC)c(C(=O)NC2CC(C)(C)NC(C)(C)C2)cc1OC	0%	0%	1.7%	-3%	3%
CCCNS(=O)(=O)c1ccc(CCC(=O)Nc2ccc3c(c2)OCCO3)cc1	-4%	18%	0.5%	-8%	-11%
COc1cccc(COC(=O)c2ccc(S(=O)(=O)N3CCC(C)CC3)cc2)c1OC	?	76%	0.8%	-3%	-7%
CC(=O)Oc1ccccc1C(=O)Nc1ccccc1C(=O)N1CCCCC1	2%	45%	2.2%	0%	-13%
CSc1cc(-c2ccccc2)n(Cc2ccc(Cl)cc2Cl)c(=O)c1C#N	-1%	-16%	0.7%	11%	10%
O=C(N/N=C/c1ccccc1F)c1cc2c(ccc3ccccc32)o1	1%	-7%	3.5%	-9%	-6%
CN(CC(=O)Nc1cccc(F)c1)C(=O)CCCc1c[nH]c2ccccc12	-3%	13%	2.6%	·	-9%
O=C(NCc1cccnc1)Nc1cccc([N+](=O)[O-])c1	-16%	-6%	1.1%	0%	2%
CC(=O)c1c(C)[nH]c(C(=O)Nc2ccc(Cl)c(S(=O)(=O)N3CCOCC3)c2)c1C	3%	26%	11%	-2%	6%
CCN(Cc1nc2cc(Cl)ccc2c(=O)[nH]1)C(=O)c1cccc(NC(=O)c2cccs2)c1	-8%	59%	5.5%	·	-4%
O=C(N[C@@H](Cc1ccccc1)C(=O)N[C@@H](Cc1ccccc1)C(=O)O)OCc1ccccc1	1%	-6%	0.3%	-3%	-5%
COc1ccc(CCNC(=O)Cn2c(=O)n(-c3ccc(F)cc3)c(=O)c3sccc32)cc1OC	·	·	3.3%	·	-5%
O=C(CO/N=C/c1ccccc1)N1c2ccccc2Oc2ccccc21	2%	36%	1.5%	-4%	2%
C=CCC1(CC=C)CCCN1Cc1nc(COc2ccccc2)no1	-1%	46%	5.7%	6%	19%
Cc1oc2c(CN3CCCC3)c(O)ccc2c(=O)c1-c1ccc(Br)cc1	6%	3%	1.1%	1%	0%
COc1ccc2c(C)c(CCC(=O)N3C[C@H]4C[C@@H](C3)c3cccc(=O)n3C4)c(=O)oc2c1	-18%	10%	0.5%	1%	-3%
CN(Cc1nc(Cc2cccc(F)c2)no1)CC1CCOCC1	5%	16%	i	-25%	-1%
CCOC(=O)/C(C#N)=C/c1ccc(-c2ccsc2C(=O)OC)o1	-2%	54%	i	-5%	-7%
O=C(CSc1nnc(-c2csc3c2CCCC3)o1)Nc1ccccc1	0%	·	4.1%	1%	-5%
CC1CCCCC1NC(=O)c1nnc(Cc2ccc(Cl)cc2)o1 (stereo unspecified)	2%	18%	i	-3%	-3%
CCn1c2ccccc2c2cc(NC(=O)Cc3ccc(S(=O)(=O)N4CCOCC4)s3)ccc21	-6%	10%	6.3%	9%	7%
CCOC(=O)CSc1ccc(S(=O)(=O)N2CCC(C)CC2)cc1[N+](=O)[O-]	2%	21%	0.5%	-2%	5%
COc1cccc(C2C(C(=O)c3ccc(C)o3)=C(O)C(=O)N2c2cc(C)on2)c1 (stereo unspecified)	-3%	30%	4.0%	-1%	-3%
COC(=O)/C=C1/SC(=Nc2ccc(Cl)c(Cl)c2)NC1=O	2%	23%	i	9%	·
O=C(C[n+]1cc(-c2ccc(Cl)c(Cl)c2)n2c1CCC2)c1cccs1	38%	44%	i	17%	3%
CCOC(=O)c1nc2sc3c(c2c(=O)[nH]1)CCC(C)C3 (stereo unspecified)	47µM*	<0.1µM*	2.8%	-3%	-11%
O=C(O)c1cc2n(n1)C(C(F)(F)F)CC(c1ccccc1)N2 (stereo unspecified)	2%	8%	0.9%	-8%	-1%	inhibitors of VEEV 10K pilot screen=1.4
CCN(CC)c1ccc2c(cc1=O)[C@@H](NC)CCc1cc(OC)c(OC)c(OC)c1-2	11%	1%	i	4%	23%
O=C(NN1CCOCC1)c1ccc([N+](=O)[O-])cc1	-2%	-7%	i	2%	-25%
Cc1ccccc1-n1c(SCC(=O)c2c(N)n(C)c(=O)n(C)c2=O)nnc1-c1cccnc1	0%	1%	i	-5%	1%
CC1Cc2ccccc2N1C(=O)CSCC(=O)O (stereo unspecified)	9%	12%	0.1%	-17%	0%
O=C(C1CCCN(Cc2nc(-c3ccc(Cl)cc3)no2)C1)N1CCOCC1 (stereo unspecified)	8%	2%	8.3%	-22%	-3%
COc1ccc(OC)c2c(C)cc(N3CCCN(C)CC3)nc12	-10%	16%	0.3%	-1%	-3%
COC(=O)Nc1nc2ccc(Br)cc2s1	-4%	2%	0.8%	-5%	-9%
CCOC(=O)C1(CCOc2ccccc2)CCN(Cc2cccs2)CC1	-3%	59%	0.1%	0%	-2%
NC(=O)c1c(/N=C/c2cccs2)sc2c1CCCC2	0%	1%	6.2%	3%	·
Cc1ccc(C(C)NC(=O)Cc2cccs2)c(C)c1 (stereo unspecified)	-1%	-6%	i	-3%	-7%
CC(C(=O)NC1CCCc2ccccc21)N1CCN(Cc2ccc3c(c2)OCO3)CC1 (stereo unspecified)	9%	14%	0.8%	4%	0%
CC(=O)c1cc(Cl)ccc1OCc1cccc(S(=O)(=O)N2CCOCC2)c1	-2%	9%	9.1%	9%	-7%
CCOC(=O)c1c(NC(=O)CN2C(=O)NC3(CCC(CC)CC3)C2=O)sc(C)c1-c1ccc(C)cc1 (stereo unspecified)	-5%	-11%	1.9%	-6%	4%
CCOC(=O)CNC(=O)N1CCC(CCC(=O)N(C)Cc2ccccc2)CC1	0%	-4%	1.2%	-3%	-4%
COc1ccc(-n2cnc3c(sc4nccc(N(C)C)c43)c2=O)cc1	-10%	6%	7.2%	-14%	5%	inhibitors of VEEV 10K pilot screen=3.9
CCNCC(=O)N1c2ccccc2CCc2ccc(NC(C)=O)cc21	-2%	6%	i	15%	0%
Cc1c(C(=O)N/N=C/c2ccoc2)cccc1[N+](=O)[O-]	-3%	0%	2.1%	-4%	-4%
(more compounds)
SMILES	M. tuberculosis HTS	M. tuberculosis	inhibitors of VEEV	Salmonella PhoP GFP	influenza NS1A	others
O=C(Oc1ccc(Cl)c2cccnc12)C12CC3CC(CC(C3)C1)C2	?	?	4.0%	6%	2%
COc1c(Br)cc([N+](=O)[O-])c(OC)c1C(=O)NC(=O)Nc1nc(C)cc(C)n1	-1%	-11%	0.0%	2%	-1%
Cc1ccc(S(=O)(=O)N2CCOCC2)cc1C(=O)N1CC(C)OC(C)C1 (stereo unspecified)	-13%	-23%	1.7%	10%	2%
CN(c1ccccc1)S(=O)(=O)c1ccc(C(=O)OCC(=O)NC(N)=O)cc1	1%	19%	1.2%	10%	-1%
COc1ccc(N(C(=O)c2ccncc2)S(=O)(=O)c2ccc(OC)c(OC)c2)cc1	2%	6%	0.1%	-5%	7%
Clc1cccc(CSC2=NCCCN2)c1	-4%	26%	4.0%	10%	4%
